12-LOX inh: ALOX12 (human) lipoxygenase inhibition; Potency, µM (titrated, usually from 108 µM), for the others: at the highest dose activity change, negative = inhibition, actives largely listed as inhibitors; P18054; 1.1% of 580,000 active; purified 12hLO, xylenol orange hydroperoxide absorbance; active means well fitted inhibition curve with a large enough effect; inconclusive means small, poorly fitted or top-dose-only effect, or another doubt; inactive means no such curve, though single readings can be large or run the other way
Target sequence (P18054 whole entry, looked up): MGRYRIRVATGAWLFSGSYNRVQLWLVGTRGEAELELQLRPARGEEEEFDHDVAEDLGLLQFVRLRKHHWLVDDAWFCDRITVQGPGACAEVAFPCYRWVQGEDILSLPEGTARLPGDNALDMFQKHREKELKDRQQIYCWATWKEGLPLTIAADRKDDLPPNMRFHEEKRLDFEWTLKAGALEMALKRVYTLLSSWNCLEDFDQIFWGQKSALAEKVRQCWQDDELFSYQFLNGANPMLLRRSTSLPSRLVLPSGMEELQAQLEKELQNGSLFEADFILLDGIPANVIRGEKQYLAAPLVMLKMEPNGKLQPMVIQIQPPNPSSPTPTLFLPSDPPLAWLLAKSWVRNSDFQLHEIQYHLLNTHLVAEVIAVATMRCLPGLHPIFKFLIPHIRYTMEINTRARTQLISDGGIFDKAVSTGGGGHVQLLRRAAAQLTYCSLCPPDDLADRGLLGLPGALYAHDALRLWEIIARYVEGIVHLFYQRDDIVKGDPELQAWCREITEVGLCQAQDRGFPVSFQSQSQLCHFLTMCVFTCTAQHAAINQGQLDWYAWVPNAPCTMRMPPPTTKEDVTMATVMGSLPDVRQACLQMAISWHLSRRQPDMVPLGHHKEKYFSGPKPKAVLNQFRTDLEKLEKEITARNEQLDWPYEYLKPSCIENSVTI
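Purified human 12hLO (150 nM final) in 25 mM Hepes, 0.01% Triton X-100, pH 7.0 was preincubated 15 min at room temperature with compound. Then 40 uM arachidonic acid was added, 30 min. Hydroperoxide was read by Fe-XO absorbance ratio 573/405 nm.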
Starred values were filed as active, the others as inactive; u = inconclusive; [ ] = dose if it differs, or a comment. On the % scale 0 is the no-effect control and ±100 the full control effect; potency means the concentration at half of the fitted maximal effect. Not all compounds are listed. The share of hits here may be higher or lower than overall.

12-LOX inh	canonical_smiles
-140%	COCCCNC(=O)C[C@@H]1C[C@@]2(C(=O)OC)CCCCC=C2N(CCC2=CCCCC2)C1=O
4%	O=C(NCc1ccccc1)C1CN(S(=O)(=O)c2cccnc2)CC12CCCCC2 (stereo unspecified)
-10%	COc1ncc2nc(-c3cccc(C#N)c3)c(=O)n(CCC#N)c2n1
23%	CN1CCN(C(=O)C2(N(C)CCc3ccccc3)Cc3ccccc3C2)CC1
u	COc1c(C)cccc1C(=O)Nc1ccc2oc(-c3cncc(Br)c3)nc2c1
24%	COCC(=O)N1C[C@@H]2C(=O)N(CCc3ccccc3)C(=O)[C@@H]2C1
u	CC(C)(C)C1CCC(C(=O)Nc2ccc(Cl)cc2)CC1 (stereo unspecified)
52%[activator]	Cc1cc(C[C@@H]2COC[C@@H]2NC(=O)CCCn2cnc3ccccc3c2=O)on1
3%[176 µM]	COc1ccc(NC(=O)c2ccc3c(c2)C2(CCN(C)C2)CN3CC2CC2)cc1 (stereo unspecified)
24%	COCC1OC(OC(C)C(O)c2cnc3nc(N)[nH]c(=O)c3n2)C(O)C(OC)C1O (stereo unspecified)
-1%	Cc1nc(C)c(C(=O)N2C[C@@H](Oc3cccnc3)C[C@H]2C(=O)NC2CC2)s1
2%	COc1ccc(Br)cc1C12CC3CC(CC(C3)C1)C2
45%[activator]	Cc1cc(=O)n(CC(=O)Nc2ccc(F)cc2F)c(-c2ccc(F)cc2)n1
15%	CCOCCOC1CCN(C(=O)COc2ccccc2)CC1
-5%	Cc1ccc(C)c(NC(=O)Cn2c(-c3cccc(Cl)c3)nc(C)c(CCO)c2=O)c1
25%	COc1ccccc1C(=O)N1CC(Oc2ccc(-c3nc(-c4ccccc4)no3)cc2)C1
11%	O=C(O)CCC(=O)N1N=C(c2ccsc2)CC1c1ccc2nccnc2c1 (stereo unspecified)
u	CC(=O)NC1(C)CCN(Cc2ccc(-c3ccc([S+](C)(=O)[O-])cc3)cc2)C1 (stereo unspecified)
-1%[176 µM]	c1ccc(Nc2cc3c(cn2)CN(Cc2cccs2)CCN3)cc1
u	O=C(O)c1ccc(S(=O)(=O)NCCCO)cc1
8%	CC1=NS(=O)(=O)N(C)C=C1C(=O)OCc1noc(-c2ccco2)n1
-18%[176 µM]	COC1CCC(C(=O)N2CC(COc3ccccc3)C3(C2)CN(c2ccccc2)C3)CC1 (stereo unspecified)
3%	O=C(NC1CCN(c2cc(-c3ccc(F)cc3)[nH]n2)C1)c1cccc(Cl)c1 (stereo unspecified)
u	C/C(=N/N(Cc1ccccc1)c1ccccc1)c1cccs1
-8%	O=C(Cc1c[nH]c2ccccc12)Nc1ccc(Nc2cccnc2)c(-c2ccc(OC(F)(F)F)cc2)c1
107%[activator]	Cc1cnccc1CNC(=O)c1cc(COc2ccc3c(c2)OCO3)[nH]n1
15%[176 µM]	COc1ccc(C(=O)NC[C@H]2Cn3c(-c4ccc(F)cc4)cnc3CO2)cc1
-18%	CC(C)c1[nH]nc2c1C(c1ccccc1)N(Cc1ccccc1)C2=O (stereo unspecified)
14%	Cn1nc(C(=O)OC2CCC(C(C)(C)C)CC2)c2ccccc2c1=O (stereo unspecified)
-5%[57.4 µM]	O=S(=O)(c1ccccc1)N1CCC2(CCCN(c3ccncc3)C2)CC1
-3%	O=C(CC1CCCCC1)N1CC(c2nnc(-c3ccncc3)o2)C2(CCOCC2)C1 (stereo unspecified)
u	CCOc1ccc(-c2[nH]ncc2-c2ccc(OC)cc2)c(O)c1
u	COCCn1cnnc1SCC(=O)c1cccc(OC)c1
21%	CCOc1cc(C=O)c(Cl)cc1OC
-3%	CCc1c(C(=O)NC2CCN(C(C)C)CC2)csc1C
23%	Cc1nc(NCC(C)C)sc1C(=O)NCc1ccco1
2%	CCC1(C(=O)N2CCc3ccccc3C2)CCCCC(=O)N1 (stereo unspecified)
u	CCc1cc2c(CN3CCN(c4ccc(F)cc4)CC3)cc(=O)oc2cc1O
35µM*	O=C(Nc1cccc2ccccc12)O[C@@H]1CO[C@H]2[C@@H]1OC[C@@H]2NC(=S)Nc1ccc(Cl)cc1
32%[activator]	CCN(CC)C1CCOC2(CCN(C(=O)C3CC3)CC2)C1 (stereo unspecified)
3%	COC[C@@H]1CN(C(=O)CCc2ccc(OC)cc2)C[C@H]1C(N)=O
u	CN(CCCc1cnn(C)c1)C(=O)C1CNCCO1 (stereo unspecified)
16%	CC(C)CNC(=O)C(C)SCc1ccccc1 (stereo unspecified)
301%[activator]	O=C1NCCCCCCN(Cc2ccncc2)[C@@H]2CN(Cc3ccccn3)CC[C@@H]12
28µM*	O=C(N[C@@H]1CN(Cc2ccc(F)cc2F)C[C@H]1CO)c1ccccc1
4%	CCC(NC(=O)CCc1ccsc1)c1ccccc1OC (stereo unspecified)
7%	COC[C@@H]1[C@H](NC(=O)c2cc(-c3cccn3C)n[nH]2)[C@@H]2CCO[C@H]12
47%[activator]	O=C1CCCN1CCCNCC1CCCCC1
35%	CCCN(CC1CCOC1)S(=O)(=O)c1cccc(C)c1 (stereo unspecified)
-29%	O=C(NCCc1c[nH]c2ccc(Cl)cc12)c1ccccc1Br
30%	O=C1NCCCCCCN(C(=O)CCC2CCCC2)[C@H]2CCCC[C@@H]12
6%	Nc1cc(Sc2ccccn2)cc([N+](=O)[O-])c1
22%	Cc1cn2nc(C(=O)Nc3ccc(C)c(F)c3)cc2c(N(C)Cc2ccccc2)n1
-2%	Cc1cnc(C(=O)N2CC(c3nnc(-c4ccncc4)o3)C3(CCOCC3)C2)cn1 (stereo unspecified)
3%	C=CCn1c(N(C)Cc2ccccc2)nc2c1c(=O)n(C)c(=O)n2C
41%[activator]	O=C1CCN(C(=O)C2CCOCC2)CCCC(c2nc(-c3cccnc3)no2)CCN1 (stereo unspecified)

Records listed above marked active in 12-LOX inh.
12-LOX inh	canonical_smiles
35µM*	O=C(Nc1cccc2ccccc12)O[C@@H]1CO[C@H]2[C@@H]1OC[C@@H]2NC(=S)Nc1ccc(Cl)cc1
28µM*	O=C(N[C@@H]1CN(Cc2ccc(F)cc2F)C[C@H]1CO)c1ccccc1

Part of the list above, with bars between the fields:
SMILES | 12-LOX inh
Cc1cn2nc(C(=O)Nc3ccc(C)c(F)c3)cc2c(N(C)Cc2ccccc2)n1 | 22%
Nc1cc(Sc2ccccn2)cc([N+](=O)[O-])c1 | 6%
O=C(NCCc1c[nH]c2ccc(Cl)cc12)c1ccccc1Br | -29%

More compounds follow:
12-LOX inh	canonical_smiles
u	CCCCC1C=CCN1S(=O)(=O)c1cccc(C(=O)NCC(F)(F)F)c1 (stereo unspecified)
-27%[176 µM]	COCCn1cnc2ccc(-c3ccc4c(ccn4C)c3)nc2c1=O
55%[activator]	CC(C)CCN1CCC2(CC1)CNc1ccccc1[S+](=O)([O-])N2
70%[activator]	CCc1ccc(CN2CCCC(c3nnc(CN4CCCC4)n3C)C2)cc1 (stereo unspecified)
39%[activator]	COc1ccc(-c2nc3cc(NC(C)=O)ccc3o2)cc1OC
36%[activator]	COCCC(=O)N[C@@H]1CN(c2ccncn2)C[C@H]1CO
2%	COc1ccc(C(C#N)=Cc2cc(OC)c(OC)c(OC)c2)cc1
-14%	CCCCC1OC(CCc2ccccc2)CC2=C1C(=O)OC(C)(C)O2 (stereo unspecified)
u	CCn1c(SCC(=O)c2ccc(Br)s2)nnc1-c1ccc(OC)cc1
43%[activator]	Cc1cccc(-n2nc(C)n(CC(=O)N[C@@H]3CS(=O)(=O)C[C@H]3O)c2=O)c1
-14%	CC(C)(C)c1ccc(C(=O)OCc2c(Cl)cccc2Cl)cc1
33%[176 µM]	CS(=O)(=O)N1CC[C@H](C(=O)NNC(=O)Cc2ccccc2)C1
23%	Cc1nc2scc(CC(=O)NCCC(C)C)n2c(=O)c1-c1cc(C)n(-c2ccccc2F)n1
u	COc1ccc(N2CCN(C(=O)c3ccc4c(c3)N(C)C3CCCCN3C4=O)CC2)cc1 (stereo unspecified)
u	CCOc1ccccc1CN1CCC2(CCN(CCC(C)C)CC2)Oc2ccccc21
5%	CCCCN1CC(COCc2ccccc2)Oc2cccc(Oc3ccc(F)cc3OC)c2S1(=O)=O (stereo unspecified)
43%	Cc1noc(C)c1[S+](=O)([O-])N1CCC2(Cc3ccccc3NC2=O)C1 (stereo unspecified)
43%[activator]	Cc1ccc(C(=O)NCC2Cn3cccc3C(=O)N2C)cn1 (stereo unspecified)
40%[activator]	Cn1nccc1C(=O)NC1CCCN(c2cc(N3CCCC3)ncn2)C1 (stereo unspecified)
37%[activator]	CN(C)c1ccc(C(=O)NC2CCN(c3cc(-c4cccs4)[nH]n3)C2)cc1 (stereo unspecified)
4%	COc1ccc(Nc2nc(NCC(C)O)nc3c2cnn3-c2ccccc2)cc1 (stereo unspecified)
u	CNC(=O)CCn1ncc2cc(OCc3ccccc3-c3cc(F)cc(OC)c3)ccc21
-3%	O=C(C(=O)N1CCN(c2ccccc2)CC1)c1ccncc1
97%[activator][176 µM]	C[C@@H](NC(=O)C[C@@H]1[C@H](O)CC[C@@H]2[C@](C)(CO)[C@H](O)CC[C@]21C)c1ccccc1
54%[activator]	O=C(CCC1CCCN(Cc2nc3c(s2)CCCC3)C1)Nc1ccccc1F (stereo unspecified)
1%	Cc1nc(Nc2nc(C(C)C)cc(=O)[nH]2)nc2c(C)cccc12
-47%	CSc1cccc(Nc2cc(C)nc3ncnn23)c1
42%[activator]	CC(C)NC(=O)C1CCc2sc(C(=O)N3CCCCCC3)cc2C1 (stereo unspecified)
-19%	CCCNc1c(NC(=O)Nc2ccc(OC)c(OC)c2)c(=O)oc2ccccc12
20%	COc1cccc2cc(S(=O)(=O)N3CCCC(C)C3)c(=O)oc12 (stereo unspecified)
33%[activator]	Cc1ccc(CNC(=O)C2CCN(C(=O)N3CC4CC(C3)[C@H]3CCCC(=O)N3C4)CC2)o1 (stereo partly specified)
3%	COc1ccc(CN2CCC3(CC2)C(=O)NCN3Cc2ccc(Cl)cc2)cc1
1%	Cc1cc2ccccn2c1/C(=N/S(=O)(=O)c1cccs1)c1ccccc1
u	O=[N+]([O-])c1ccccc1/C=C/C=N/Nc1nc(Cl)c(Cl)cc1Cl
385%[activator][176 µM]	Cc1nn2c(c1-c1ccccc1N1CCCC1)N(C(=O)C1CCOCC1)CCC2
-7%	CN1CCCN(C(=O)c2ccoc2)c2ccccc21
u	C=CC[N+]1(CC#Cc2ccc(C#CC[N+]3(CC=C)CCOCC3)cc2)CCOCC1
u	CC(C)(C)c1nnc2sc(-c3c[nH]c4ccccc34)nn12
32%[activator]	c1ccc(C(CNCc2ccncc2)N2CCCC2)cc1 (stereo unspecified)
12%	CCn1c(Cn2nnc(-c3cccc(F)c3)n2)nc2cc(S(=O)(=O)N3CCCCC3)ccc21
12%[6.33 µM]	CC(=O)N1CCC2(CC1)CN(C(=O)c1ccc(Cl)cc1)CCO2
u	Cc1ccc(-c2coc3cc4oc(=O)cc(-c5ccccc5)c4cc23)cc1
u	NC(=O)C(=O)Nc1ccccc1C(=O)NCc1ccncc1
25%	CN(C)C(=O)c1cccnc1OC1CCN(S(=O)(=O)Cc2ccccc2F)C1 (stereo unspecified)
-22%	O=C(NC1CCCCC1)C(C1CC1)n1c(=O)c(-c2cc3ccccc3[nH]2)nc2ccccc21 (stereo unspecified)
347%[activator]	CCC(=O)O[C@H]1[C@H](O[C@@H]2[C@@H](C)[C@H](O[C@H]3C[C@@](C)(OC)[C@@H](O)[C@H](C)O3)[C@@H](C)C(=O)O[C@H](CC)[C@@](C)(O)[C@H](O)[C@@H](C)C(=O)[C@H](C)C[C@@]2(C)O)O[C@H](C)C[C@@H]1N(C)C
14%	COc1ccc2c(c1)OCC(CNC(=O)c1ccc(N3CCN(C)CC3)cc1)C2 (stereo unspecified)
-1%	O=S1(=O)c2ccc(Br)cc2OC[C@@H](Cc2ccccc2)N1Cc1cn(Cc2ccc(F)cc2)nn1
u	O=C(CN1CCCC1c1ccccc1)Nc1ccc(F)cc1 (stereo unspecified)
-7%	Cc1cccc(NC(=O)Cn2c(=O)n(-c3ccc(CC(=O)NC4CC4)cc3)c(=O)c3ccccc32)c1
-2%	Cc1cnc(-n2ncc(C(=O)N(C)CC3CCCN(C)C3)c2C2CC2)nc1-c1cccs1 (stereo unspecified)
3%	CC(C)N1C(=O)C2(CCCC2)C1C(=O)Nc1cccnc1 (stereo unspecified)
91%[activator]	CCOc1ccccc1CN1CCC2(CC1)CC(C(=O)N1CCOCC1)N(C)C2 (stereo unspecified)

By substructure: those above with a tert-butyl group
12-LOX inh	canonical_smiles
u	CC(C)(C)C1CCC(C(=O)Nc2ccc(Cl)cc2)CC1 (stereo unspecified)
14%	Cn1nc(C(=O)OC2CCC(C(C)(C)C)CC2)c2ccccc2c1=O (stereo unspecified)
-14%	CC(C)(C)c1ccc(C(=O)OCc2c(Cl)cccc2Cl)cc1
u	CC(C)(C)c1nnc2sc(-c3c[nH]c4ccccc34)nn12

Screening data: PubChem BioAssay, National Center for Advancing Translational Sciences (NCATS)
